# Vc quorum ag – quorum light induction in luxS cqsA deficient V. cholerae. V. cholerae BH1578 lux reporter, luminescence, 6 h. activation, % at 18.7 µM. actives 0.16% (n = 350,000). AID 588436; in the data active means activation mostly above about 9.7%, no sharp cut-off; further: not every result past the cut was called active; inactives centre near 0; reference of the scale not given here
# GDH-TPI counter – counter-screen for M. tuberculosis FBA inhibitors: GDH-TPI coupled enzymes. GDH-TPI coupled enzyme counterscreen, NADH absorbance. inhibition, % at 4.8 µM. actives 1.2% (n = 360,000); in the data active means inhibition above about 30%;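 further: 0% = DMSO wells and 100% = wells lacking the enzyme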
# 3CLpro inhibitor – SARS-CoV 3CLpro protease inhibition | P0C6X7 | recombinant SARS-CoV 3CLpro, quenched FRET peptide cleavage | inhibition, % at 6 µM | actives 0.14% (n = 290,000); in the data active means inhibition above about 12%
# MazF activator – activators of E. coli MazEF toxin-antitoxin RNase; activation, % at 20 µM; actives 0.32% (n = 350,000); FAM/BHQ RNA-DNA oligo cleavage fluorescence, 5 h; in the data active means activation above about 50%
# Target sequence (P0AE70 whole entry, looked up): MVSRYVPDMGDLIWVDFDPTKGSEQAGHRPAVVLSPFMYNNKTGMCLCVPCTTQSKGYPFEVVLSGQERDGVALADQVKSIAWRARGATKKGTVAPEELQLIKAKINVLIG
# Mtb UGM inh – inhibitors of M. tuberculosis UDP-galactopyranose mutase; P9WIQ1; purified UGM, fluorescence polarization probe displacement; inhibition, % at 10 µM; actives 0.06% (n = 320,000); in the data active means inhibition above about 10%, passing the limit was not always enough
# Target sequence (P9WIQ1 whole entry, looked up): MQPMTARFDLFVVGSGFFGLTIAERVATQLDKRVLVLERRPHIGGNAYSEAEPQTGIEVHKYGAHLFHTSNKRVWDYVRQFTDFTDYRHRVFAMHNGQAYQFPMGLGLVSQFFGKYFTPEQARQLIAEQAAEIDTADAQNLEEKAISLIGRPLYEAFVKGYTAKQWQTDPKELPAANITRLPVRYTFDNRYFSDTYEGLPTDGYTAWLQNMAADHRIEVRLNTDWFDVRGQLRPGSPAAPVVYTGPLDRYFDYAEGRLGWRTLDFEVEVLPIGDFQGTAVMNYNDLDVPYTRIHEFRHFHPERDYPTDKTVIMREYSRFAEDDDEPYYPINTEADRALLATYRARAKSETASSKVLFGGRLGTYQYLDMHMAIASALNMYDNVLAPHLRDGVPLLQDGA
# VHR inh abs – blocks human VHR1 dual specificity phosphatase | inhibition, % at 13.3 µM | actives 0.52% (n = 290,000) | recombinant VHR phosphatase, pNPP absorbance | P51452; in the data active means inhibition above about 50%; further: some compounds called inactive have numbers as strong as hits
# Target sequence (P51452 whole entry, looked up): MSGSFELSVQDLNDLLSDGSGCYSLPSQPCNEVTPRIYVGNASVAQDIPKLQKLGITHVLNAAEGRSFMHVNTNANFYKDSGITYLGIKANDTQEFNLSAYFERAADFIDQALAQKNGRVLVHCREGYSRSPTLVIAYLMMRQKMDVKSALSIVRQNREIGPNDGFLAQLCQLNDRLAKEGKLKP
# PriA SSB inh – K. pneumoniae PriA-SSBct interaction inhibition. AlphaScreen SSBct-PriA binding, biotinylated peptide. inhibition, % at 33 µM. actives 0.6% (n = 430,000); in the data active means inhibition mostly above about 37%, no sharp cut-off; inactive means mostly below about 20%;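 further: plate controls were negative control peptide for no effect and reference peptide for full effect; strong numbers were not always called active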
# Rv3671c protease – Rv3671c (M. tuberculosis) protease inhibition. P9WHR9. inhibition, % at 5.96 µM. actives 0.048% (n = 320,000); in the data active means inhibition above about 38%;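 further: extracellular domain of Rv3671c used as enzyme; 0% = enzyme with DMSO and 100% = no enzyme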
# Target sequence (P9WHR9 whole entry, looked up, the tested form may be a part): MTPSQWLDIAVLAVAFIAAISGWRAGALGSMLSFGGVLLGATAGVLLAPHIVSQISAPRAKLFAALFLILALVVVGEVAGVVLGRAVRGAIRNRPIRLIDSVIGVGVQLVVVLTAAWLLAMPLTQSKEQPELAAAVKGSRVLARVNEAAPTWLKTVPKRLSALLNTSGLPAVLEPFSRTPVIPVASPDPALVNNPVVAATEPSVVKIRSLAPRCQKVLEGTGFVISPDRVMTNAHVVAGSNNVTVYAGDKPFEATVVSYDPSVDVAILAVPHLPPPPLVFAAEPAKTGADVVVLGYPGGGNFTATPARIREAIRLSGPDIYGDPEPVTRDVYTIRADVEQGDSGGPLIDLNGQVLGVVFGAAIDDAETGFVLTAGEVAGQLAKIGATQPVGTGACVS
# BioA inh – inhibitors of Mycobacterium tuberculosis BioA enzyme; purified M. tuberculosis BioA enzyme, plate reader; actives 0.096% (n = 360,000); inhibition, % at 9.99 µM; in the data active means inhibition above about 40%
# Mtb FBA inh – inhibitors of M. tuberculosis fructose-bisphosphate aldolase | purified M. tuberculosis FBA, fluorescence read-out | P9WQA3 | actives 2.3% (n = 360,000) | inhibition, % at 1 µM; in the data active means inhibition above about 27%;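 further: 0% = vehicle and 100% = reference inhibitor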
# An asterisk follows results filed as active; i = inactive; · = not tested or not shown.
SMILES,Vc quorum ag,GDH-TPI counter,3CLpro inhibitor,MazF activator,Mtb UGM inh,VHR inh abs,PriA SSB inh,Rv3671c protease,BioA inh,Mtb FBA inh
Cc1ccc(CN2CCN(Cc3cnc(C)s3)CC2CCO)o1 (configuration not stated),·,7,3,5,-0.3,4,-4,-1,·,0
Cc1cc(C(=O)CSc2n[nH]c(-c3ccccc3F)n2)c(C)n1Cc1cccs1,0.8,3,-4,2,·,-6,0,-17,-0.6,8
CC(C)(C)C(=O)N(Cc1ccccc1)c1ccccn1,-2.3,1,3,-12,0.7,2,8,7,1.4,1
CCOc1ccccc1N(C)C(=O)Cn1ncc2c([nH]c3ccccc32)c1=O,-0.2,-4,1,3,-1.4,-1,-15,4,0.8,1
Cc1nn(CC(=O)N2CCN(c3ccc(Cl)cc3)CC2)c(=O)c2cccn12,-0.3,3,-5,10,0.9,21,5,0,-1.4,2
Cn1ccnc1C(=O)c1ccc(NN)c([N+](=O)[O-])c1,i,24,0,4,-5.2,22,29,2,·,-4
Cc1cccc(N2CCN(S(=O)(=O)c3c(C)[nH]c(=O)[nH]c3=O)CC2)c1C,1.0,-1,-6,4,0.3,19,-13,9,-1.5,0
COc1cc(/C=C/C(=O)OCC(=O)Nc2ccc3[nH]c(=O)[nH]c3c2)ccc1OC(F)F,-0.8,8,·,-16,·,·,·,·,-0.8,0
O=C(Oc1cc(=O)oc2c1c(=O)n1c3c(cccc23)CC1)c1ccc(F)cc1,-0.5,-6,3,-6,-5.1,1,2,3,0.5,-3
OC[C@@H]1CN(Cc2ccccc2)C[C@H](n2cnc3c(NC4CC4)ncnc32)O1,-0.5,2,·,·,·,·,·,·,-0.2,2
OCCCn1c(C2CCCN2c2nc(-c3ccc(F)cc3)cs2)nc2cc(Cl)c(N3CCCCC3)cc21 (configuration not stated),-5.0,6,·,-8,1.3,·,1,0,-1.1,5
CC(CC(=O)N1CCN(c2cccc(Cl)c2)CC1)S(=O)(=O)c1ccc2c(c1)NC(=O)CO2 (configuration not stated),-0.2,-2,0,7,-0.3,11,5,11,0.4,6
O=C(COC(=O)/C=C/c1ccccc1)NC(=O)NCc1ccccc1,i,2,·,-4,·,·,-7,-1,-0.9,0
Cc1ccnc(Nc2nc(-c3c(C)nc4sccn34)cs2)c1,·,7,-4,3,0.0,8,32,4,0.5,1
CC(=O)c1cccc(NC(=O)CC2S/C(=N/N=C/c3cccs3)NC2=O)c1 (configuration not stated),i,27,2,-8,-1.1,40,·,-46,·,1
CC[n+]1c(/C=C2/C=C(C)CC(C)C2)sc2ccccc21 (configuration not stated),i,-7,3,-6,2.6,10,3,-4,·,1
c1ccc(CNCCc2c[nH]c3ccccc23)cc1,i,-5,-2,6,0.1,6,0,2,-2.5,-1
COc1cc(C(=O)NC(c2ccccc2)c2ccccc2)cc(OC)c1OC,1.7,7,-1,5,-2.4,-6,-6,-4,0.7,3
COC(=O)C(Cc1c[nH]c2ccccc12)NC(C)=O (configuration not stated),-1.0,1,3,5,0.5,0,-13,-1,-0.3,2
Cc1cc(C(=O)CN2C(=O)NC3(CCCCC3)C2=O)c(C)n1Cc1ccc2c(c1)OCO2,i,3,0,1,-1.1,28,-9,1,-1.1,0
COc1ccc(OCC(O)CN2C(=O)NC(C)(C)C2=O)cc1 (configuration not stated),i,-4,0,-4,2.3,25,3,-7,0.2,-3
Cc1cc2c(cc3c(=O)n(CC(=O)NCCCN4CC(C)CC(C)C4)ncn32)s1 (configuration not stated),-0.2,10,-5,2,-0.5,78,2,-8,-0.2,4
Cc1cc(C(=O)OC(C)C(=O)N2CCc3ccccc32)ccc1[N+](=O)[O-] (configuration not stated),i,2,·,-1,·,·,4,1,·,4
CCOc1ccc(CCN2C(=S)N([C@@H](CC(C)C)CN3CCCC3CN3C(=S)NC[C@@H]3CC(C)C)C[C@@H]2Cc2ccc(O)cc2)cc1 (some centres not stated),-0.8,8,·,10,·,·,-7,·,2.1,2
Cc1cc(S(=O)(=O)Nc2noc3ccccc23)ccc1F,-0.9,12,-4,0,2.0,·,3,-17,0.1,3
CCCOc1cccc(C(=O)Nc2cccc(NC(=O)c3ccco3)c2)c1,·,6,3,-13,2.0,22,-7,-68,-5.1,-2
CC(C)C[C@@H](CNCC(=O)[C@H](Cc1c[nH]c2ccccc12)NC(=O)c1[nH]cnc1C(=O)N[C@@H](C)CN)NC(=O)c1nc[nH]c1C(=O)N[C@@H](Cc1ccccc1)C(=O)O,i,-2,·,1,·,·,8,·,2.4,-1
Cn1c(=O)c2c(nc(N/N=C/c3cccnc3)n2Cc2ccccc2)n(C)c1=O,-0.9,31*,0,6,0.4,-19,i,-1,·,1
O=C(CC1C(=O)NCCN1C(=O)c1ccccc1)Nc1cc(Cl)ccc1Cl (configuration not stated),4.3,6,-2,1,-1.4,0,-2,5,0.5,0
Cc1cc2c(cc1C)C(c1cccc(F)c1)CC(=O)N2 (configuration not stated),-0.7,-2,7,9,-0.6,43,-4,·,3.7,1
COc1ccc(CN2CCN(C(=O)Cc3ccccc3)CC2)c(OC)c1,-0.3,-5,2,1,3.6,-17,1,0,·,-1
O=C(c1ccncc1)N1N=C(C2CC2)CC1(O)C(F)(F)F (configuration not stated),i,6,2,5,0.8,22,-3,-6,·,0
O=C(CSc1nc2ccccc2s1)Nc1nccs1,-0.4,3,2,3,-1.6,40,0,-9,0.5,1
Cn1c(N)c(C(=O)CSc2nc3ccccc3c(=O)n2Cc2ccccc2)c(=O)n(C)c1=O,-0.2,15,-2,-15,-0.3,13,-6,16,·,1
CCCCN1C(=O)C(=O)N(CC(=O)Nc2cccc(C(C)=O)c2)C1=O,-0.4,7,·,3,-1.0,·,-4,-8,0.1,2
Cc1ccc(OCC(=O)Nc2ccc(N3CCCC3)cc2)cc1C,i,-5,-1,7,-0.8,2,3,4,1.4,-1
CCOC(=O)N1CCN(C2CCCN(C(=O)c3cccc(Cl)c3)C2)CC1 (configuration not stated),i,-3,-1,6,0.4,6,-1,0,-0.9,-1
Cc1cccc(C)c1NC(=O)c1c[nH]c2ccccc12,i,8,-3,0,-1.8,9,4,-6,-0.5,0
COc1ccccc1/C=N/NS(=O)(=O)c1ccccc1,-0.5,6,3,-4,-0.7,21,·,4,-1.1,-1
COC(=O)CN(c1nc(C)c(Br)c(OC)n1)S(=O)(=O)c1ccccc1,i,-1,-3,3,0.0,-4,-16,1,-1.8,0

# Three consecutive compounds from above, for reference:
SMILES,Vc quorum ag,GDH-TPI counter,3CLpro inhibitor,MazF activator,Mtb UGM inh,VHR inh abs,PriA SSB inh,Rv3671c protease,BioA inh,Mtb FBA inh
Cc1cccc(C)c1NC(=O)c1c[nH]c2ccccc12,i,8,-3,0,-1.8,9,4,-6,-0.5,0
COc1ccccc1/C=N/NS(=O)(=O)c1ccccc1,-0.5,6,3,-4,-0.7,21,·,4,-1.1,-1
COC(=O)CN(c1nc(C)c(Br)c(OC)n1)S(=O)(=O)c1ccccc1,i,-1,-3,3,0.0,-4,-16,1,-1.8,0

# New compounds follow:
SMILES,Vc quorum ag,GDH-TPI counter,3CLpro inhibitor,MazF activator,Mtb UGM inh,VHR inh abs,PriA SSB inh,Rv3671c protease,BioA inh,Mtb FBA inh
CCc1ccccc1NC(=O)NNC(=O)CCc1ccc(OC)cc1,i,-5,-1,-1,-2.2,11,-10,·,-2.8,0
COc1cc([N+](=O)[O-])ccc1-c1ccc(C(=O)Nc2ccc(NC(C)=O)cc2)o1,-0.3,11,-2,12,0.0,21,-5,6,-0.1,-3
Nc1ncnc2c1ncn2[C@@H]1O[C@H](CNCc2cn(CC(=O)NC3CC3)c3ccccc23)[C@@H](O)[C@H]1O,-1.1,12,·,-4,1.2,·,-6,-1,-0.5,-1
c1ccc(-c2cc3c(N4CCCCC4)ncnc3s2)cc1,-0.5,4,5,-4,3.5,37,-25,-8,·,0
CC1(C)CC(c2csc(N)n2)CCO1 (configuration not stated),1.0,-1,-4,-1,-3.5,22,-14,10,0.7,-3
Cc1ccn(Cc2n[nH]c(=S)n2Cc2ccccc2)n1,-12,-5,0,6,3.2,22,-14,-1,·,3
COc1ccc(N(CC(O)CN2CCOCC2)S(=O)(=O)c2ccc(C)cc2)cc1 (configuration not stated),-0.6,5,5,3,1.4,36,13,3,7.9,0
COC(=O)[C@]12C(=O)NC[C@H](CN1c1ccc(Cl)c(C)c1)N2C,-0.4,0,·,8,0.0,·,-13,1,0.0,2
COc1ccccc1-c1c(C(F)(F)F)oc2cc(OC(=O)c3ccccc3[N+](=O)[O-])ccc2c1=O,·,-4,-2,-5,-0.9,-1,-14,-4,-0.5,2
C/C(=N/NC(=O)c1ccc(C)s1)c1cccnc1,-1.9,21,0,6,1.7,19,·,·,0.0,4
CCOc1ccc(/C=N/NC(=O)CCC(=O)Nc2ccc(F)cc2)cc1,i,17,2,-9,-2.7,-12,·,-8,-0.4,8
COC(C[C@H]1O[C@@H]1C(=O)[C@H](C)OCc1ccccc1)OC,1.4,8,·,2,-2.9,·,-7,-3,0.7,1
O=C(COc1ccc2c3c(c(=O)oc2c1)CCCC3)N1CCN(c2ccccc2)CC1,-0.3,12,0,-15,5.4,22,-6,-3,-1.8,-1
CCOc1ccc(CCNC(=O)COC(=O)/C=C/c2ccc(OCC#N)c(OC)c2)cc1OCC,-0.5,-2,-5,5,1.1,-8,-2,-6,-1.8,-1
Cc1ccc(OCc2ccc(C(=O)NNC(=S)NCC3CCCO3)o2)c([N+](=O)[O-])c1 (configuration not stated),i,12,-1,-3,-0.9,-3,0,-9,0.5,-1
Cn1c(N)c(C(=O)CSc2ccccn2)c(=O)n(C)c1=O,-0.8,0,-1,-4,-0.9,-8,-8,-1,-0.9,2
CC(C)c1[nH]nc2c1C1(CCN(Cc3ccccc3)CC1)C(C#N)=C(N)O2,-0.7,-9,-8,6,0.5,14,-19,-2,·,1
CCCn1c(N)c(N(C)C)c(=O)n(CC(=O)Nc2ccc(OC(F)(F)F)cc2)c1=O,i,-3,-8,10,-1.9,33,1,-8,-0.1,0
CC(=O)Nc1ccc2c(c1)Cc1cc(N3C(=O)C=CC3=O)ccc1-2,i,17,·,3,·,·,-4,·,0.4,-1
C/C(=N/OC(=O)c1ccc(C(F)(F)F)cc1)c1oc(C)nc1C,-0.4,-6,1,3,-3.6,22,·,4,0.4,0

# Results in Mtb FBA inh, for 5 of the compounds above:
compound | Mtb FBA inh
Cn1c(N)c(C(=O)CSc2ccccn2)c(=O)n(C)c1=O | 2
CC(C)c1[nH]nc2c1C1(CCN(Cc3ccccc3)CC1)C(C#N)=C(N)O2 | 1
CCCn1c(N)c(N(C)C)c(=O)n(CC(=O)Nc2ccc(OC(F)(F)F)cc2)c1=O | 0
CC(=O)Nc1ccc2c(c1)Cc1cc(N3C(=O)C=CC3=O)ccc1-2 | -1
C/C(=N/OC(=O)c1ccc(C(F)(F)F)cc1)c1oc(C)nc1C | 0

# Other entries.
SMILES,Vc quorum ag,GDH-TPI counter,3CLpro inhibitor,MazF activator,Mtb UGM inh,VHR inh abs,PriA SSB inh,Rv3671c protease,BioA inh,Mtb FBA inh
COC(=O)COc1ccc(S(=O)(=O)Nc2ccc(NC(C)=O)cc2)cc1C,-0.6,4,3,7,-0.2,-18,-8,-9,·,-4
COc1ccccc1NC(=O)c1cc(C(=O)Nc2ccccc2OC)n(C)n1,-0.6,3,·,4,3.8,·,-6,1,·,4
O=S(=O)(c1ccccc1)N(CC(O)CN1CCCC1)c1ccccc1 (configuration not stated),-0.2,8,1,7,4.1,28,-1,3,-2.1,5
Cc1ccc(CNC(=O)CN2c3cccc4cccc(c34)S2(=O)=O)cc1,-2.5,15,·,-17,·,·,3,-4,·,9
Nc1ccc(N2CCN(C(=O)c3ccco3)CC2)cc1,i,4,-1,10,2.5,17,7,-5,2.2,1
O=C(CN1CCC(c2nc3ccccc3s2)CC1)NCc1ccccc1,-5.4,-2,1,-1,1.3,0,-4,-2,3.2,-5
COc1cccc(Nc2ncnc3c2cnn3C)c1,i,-8,-1,2,-3.1,0,0,-4,1.4,-2
CCOC(=O)c1csc(NC(=O)c2cccs2)n1,-0.5,12,-4,16,3.4,2,-13,-6,-2.8,-2
Cc1ccc(NCc2nnc(SCC(=O)OC3CCCCC3)o2)c(C)c1,i,6,8,-3,-7.0,10,0,7,0.2,-2
O=C(CNC(=O)c1ccccc1O)N/N=C/c1ccccn1,i,11,2,6,2.0,-11,·,-9,·,2

# The list is partial; count on the stated rates, not on these rows.
